Tau fluor cs = counter-screen for tau fibril formation inhibitors. tau K18 P301L Alexa594 fluorescence, heparin fibrillization. Potency, µM (doses to about 57.7 µM), without a hit: top-dose activity change, negative = decrease. 280,000 compounds, 0.93% hits; note: % is set by controls: 0 for no effect and ±100 for the full control effect; nearly all actives have a fitted effect of over 55% in size
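Human tau K18 P301L (15 uM unlabeled, 0.24 uM Alexa 594-labeled) in 100 mM sodium acetate pH 7 with 20 uM heparin, 6 hr at 37 C. ThT 30 uM added, 1 hr ambient; Alexa 594 FP and total fluorescence read at 555/632 nm.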
aGlu spleen mod = lysosomal alpha-glucosidase (human) modulation; human spleen homogenate, 4-MU-alpha-glucoside fluorescence; Potency, µM (top dose mostly 79.9 µM), inactives show top-dose activity change, negative = inhibition, most hits filed as inhibitors; 240,000 compounds, 0.006% hits; P10253;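 note: 0% = enzyme with vehicle and -100% = no enzyme basal signal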
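Human spleen homogenate (1 ug) incubated with compounds and 1 mM 4-methylumbelliferyl-alpha-D-glucopyranoside in pH 5.0 citrate/phosphate buffer, 37 C, 40 min. Stopped at pH 10; 4-MU fluorescence (Ex 365/Em 440 nm); AC50 by Hill fit.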
GAA inh = alpha-glucosidase (human) inhibition. 200,000 compounds, 0.005% hits. Potency, µM (titrated, usually from 76.9 µM), for the others: at the top dose activity change, negative = inhibition, hits mostly inhibitors. P10253. purified human GAA, 4-MU-alpha-glucoside fluorescence. AID 1466;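 note: plate controls were uninhibited enzyme wells for no effect and no-enzyme background for full effect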
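Enzyme (4 nM final) mixed with compound (up to 77 uM), then 4-MU-alpha-D-pyranoside (400 uM final) added; 20 min at room temperature, pH 5.0. Reaction stopped at pH 10, fluorescence read, AC50 derived by Hill fit.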
Epigenetic derep = epigenetic control regulation, reporter derepression. 280,000 compounds, 0.2% hits. murine LDR cells, GFP reporter derepression, 30 h. AID 1865. Potency, µM (top dose mostly 53.9 µM), inactives show at the highest dose GFP activation, hits mostly activators; note: % of control where 0% means no effect; nearly all actives have a fitted effect of over 60% in size
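GFP-positive cell count by laser-scanning cytometry (objects 20–120 um) after 30 h, 37 C compound exposure of murine LDR cells; reporter is CMV-GFP integrated at a silenced locus, inducible by HDAC or DNMT inhibitors.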
NPSR antag = neuropeptide S receptor (human) antagonism, cAMP | Q6W5P4 | CHO-NPSR cells, cAMP TR-FRET, antagonist mode | Potency, µM (highest dose often 38.3 µM), for inactives: at the highest dose activity change, negative = inhibition, actives largely listed as inhibitors | 220,000 compounds, 1% hits | AID 1461; note: % is set by controls: 0 for no effect and ±100 for the full control effect; nearly all actives have a fitted effect of over 50% in size; many of its hits are not listed in these tables
Target sequence (Q6W5P4 whole entry, looked up): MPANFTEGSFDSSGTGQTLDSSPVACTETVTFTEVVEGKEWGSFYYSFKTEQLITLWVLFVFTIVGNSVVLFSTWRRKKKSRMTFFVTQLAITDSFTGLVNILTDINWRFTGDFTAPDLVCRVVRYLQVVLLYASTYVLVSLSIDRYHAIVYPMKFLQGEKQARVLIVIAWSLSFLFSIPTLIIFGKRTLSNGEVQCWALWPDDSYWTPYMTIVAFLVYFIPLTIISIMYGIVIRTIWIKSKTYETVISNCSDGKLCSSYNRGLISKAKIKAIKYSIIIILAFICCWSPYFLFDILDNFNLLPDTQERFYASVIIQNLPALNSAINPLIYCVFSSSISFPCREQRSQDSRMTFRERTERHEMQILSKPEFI
GLA spleen mod = inhibits or activates alpha-galactosidase in human spleen homogenate; human spleen homogenate, 4MU-alpha-Gal fluorescence, 40 min; Potency, µM (doses to about 80 µM), for the others: at the top dose activity change, negative = inhibition, usual class: inhibitors; 240,000 compounds, 0.008% hits; AID 2107;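 note: 0% = enzyme with vehicle and -100% = no enzyme basal signal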
Target sequence (P06280 32-429 limits assumed): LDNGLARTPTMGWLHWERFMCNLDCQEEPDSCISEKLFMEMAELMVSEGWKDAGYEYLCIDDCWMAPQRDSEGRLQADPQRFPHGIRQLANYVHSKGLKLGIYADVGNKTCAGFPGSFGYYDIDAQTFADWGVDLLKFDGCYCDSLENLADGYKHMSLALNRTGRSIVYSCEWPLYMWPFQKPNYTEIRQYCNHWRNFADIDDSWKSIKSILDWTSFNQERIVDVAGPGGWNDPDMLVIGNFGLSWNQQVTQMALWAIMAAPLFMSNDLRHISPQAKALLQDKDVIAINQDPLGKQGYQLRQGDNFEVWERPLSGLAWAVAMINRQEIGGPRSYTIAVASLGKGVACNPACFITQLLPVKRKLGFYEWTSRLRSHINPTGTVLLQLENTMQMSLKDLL
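Human spleen homogenate (1 ug) as enzyme source, 4-methylumbelliferyl-alpha-D-galactopyranoside 1 mM final, citrate/phosphate pH 5.0 with 0.01% Tween-20. Compounds 40 min at 37C, NaOH/glycine stop; fluorescence Ex 365/Em 440, Hill-fit AC50.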
ALDH1A1 inh = blocks purified human ALDH1A1 activity; P00352; Purified ALDH1A1, NADH fluorescence, propionaldehyde substrate; Potency, µM (series often up to 75.3 µM), for inactives: at the highest dose activity, negative = inhibition, hits mostly inhibitors; 220,000 compounds, 7.3% hits; AID 1030; active = well fitted inhibition curve with a large enough effect, not every such curve was filed as active; inconclusive = small, poorly fitted or top-dose-only effect, or another doubt; inactive = no such curve, though single readings can be large or run the other way;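 note: plate controls were no enzyme wells and a reference inhibitor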
GAA glycogen = inhibitors or activators of human alpha-glucosidase glycogen cleavage | P10253 | recombinant GAA, glycogen substrate, Amplex Red glucose oxidase fluorescence | Potency, µM (series often up to 76.4 µM), without a hit: top-dose activity change, negative = inhibition, usual class: inhibitors | 300,000 compounds, 0.38% hits | AID 2100;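 note: 0% = full enzyme reaction and -100% = no-enzyme basal signal; the screen sought inhibitors and activators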
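Recombinant enzyme (4 nM final) with compounds titrated up to 77 uM and bovine liver glycogen (30 ug) in citrate pH 5.0, 0.01% Tween-20, 37 C 40 min. Released glucose detected by Amplex Red/glucose oxidase (Ex 573/Em 610); AC50 from Hill fits.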
An asterisk follows results filed as active; ? = inconclusive; · = not tested or not shown; [ ] = remark or other dose. Unless noted, calls come from the whole dose curve; as a rule, active = well fitted curve in the direction sought with a large enough effect; inconclusive = small, poorly fitted or top-dose-only effect, or another doubt; inactive = no such curve, though single readings can be large; an effect the other way counts as inactive or inconclusive. Potency is the fitted concentration of half-maximal effect.

SMILES	Tau fluor cs	aGlu spleen mod	GAA inh	Epigenetic derep	NPSR antag	GLA spleen mod	ALDH1A1 inh	GAA glycogen
CC(=O)c1cccc(NC(=O)C2C3C=CC(C3=C(c3ccccc3)c3ccccc3)C2C(=O)O)c1 (configuration not stated)	-5%	-9%	0%	-0.6%	3%	-7%	?	23%
Clc1ccccc1CO/N=C1\CCCc2nonc21	-21%	-4%	-5%	0.0%	-13%	-7%	-7%	12%
CCn1c(=S)[nH]c2ccccc21	-2%	-5%	0%	-5.0%	1%[46.1 µM]	-4%	?	-1%
Nc1nonc1C(=O)N/N=C/c1ccncc1	2%	3%	-1%	0.0%	4%	3%	?	-7%
CC1=C(C(=O)OC(C)C)C(c2c[nH]c3ccccc23)n2ncnc2N1 (configuration not stated)	-14%	3%	-7%	-0.2%	-9%[46.1 µM]	2%	15%	9%
COC(=O)[C@@H](NC(=O)N1CCN(c2cccc(C(F)(F)F)c2)CC1)C(C)C	-10%	-10%	-15%	0.0%	-12%[46.1 µM]	0%	14%	-3%
O=c1[nH][nH]c(C(F)(F)F)c1C=Nc1ccccc1	1%	-4%	2%	0.0%	-1%[46.1 µM]	-11%	5%	4%
Cc1cc(NC(=S)N(CCCN2CCN(C)CC2)Cc2ccco2)ccc1Cl	0%	1%	1%	4.7%	2%	11%	4%	3%
CCn1c(SCC(=O)NNC(=O)Cc2ccccc2)nnc1-c1ccccc1	0%	-7%	5%	-0.9%	4%[46.1 µM]	8%	9%	9%
COc1ccc(N2CCN(Cc3cc(=O)oc4ccc(Cl)cc34)CC2)cc1	-6%	10%	-8%	-2.4%	1%[46.1 µM]	9%	-11%	2%
COc1ccc(-c2nc(-c3cccnc3)no2)cc1OC	-12%	-2%	·	0.1%	4%	0%	·	6%
C/C(=N\Nc1ccccn1)c1ccc2c(c1)OCO2	-19%	-3%	-11%	-5.3%	-6%	-3%	5%	?
Cc1cccc2cc(COC(=O)C3CCCCC3)c(=O)[nH]c12	0%	3%	0%	1.9%	-3%[46.1 µM]	4%	?	0%
Cc1cccc(CSc2nnc(N)n2-c2ccccc2)c1	-6%	1%	?	1.2%	-5%[46.1 µM]	4%	10%	1%
Cc1cc(=O)n(Cc2ccc(OC(C)C)cc2)c(=S)[nH]1	11%	5%	?	-2.5%	5%	1%	-2%	2%
COc1ccc(N2CCN(S(=O)(=O)Cc3ccccc3)CC2)cc1	-14%	11%	-14%	1.8%	-9%[46.1 µM]	4%	13%	5%
COc1ccc(NCc2cc3ccccc3[nH]c2=O)cc1	-14%	0%	1%	-7.0%	-14%[46.1 µM]	-8%	7.9µM*	?
CC(C)CO/N=C1/C[C@@H](O)[C@@H](O)[C@@H]2[C@@H]3C(=O)N(Cc4ccccc4)C(=O)[C@H]3CC[C@@H]12	1%[11.6 µM]	-5%[17.4 µM]	·	1.1%[10.1 µM]	·	-2%[17.5 µM]	9%[13.5 µM]	·
COc1ccccc1CN=c1c([N+](=O)[O-])nn(-c2ccc3c(c2)OCCO3)n1O	?	-7%	1%	0.0%	4%	-4%	?	-1%
CSc1nncc(/C(C)=N\Nc2ccccc2)n1	-8%	-7%	-2%	5.7%	-22%[46.1 µM]	-6%	?	0%
CCOc1cc(C(=O)Nc2cc(C)on2)cc(OCC)c1OCC	-1%	4%	-9%	5.6%	-13%[46.1 µM]	0%	11%	-3%
COc1ccccc1CNC(=O)C1CCCN1S(=O)(=O)c1cccc2cccnc12 (configuration not stated)	-11%	-3%	-3%	1.2%	-16%[46.1 µM]	-5%	?	-1%
Cc1cc(NNC(=O)c2cccc(C(F)(F)F)c2)nc2c1c(C)nn2C	0%	0%	-3%	1.1%	-8%	-2%	13%	?
Cc1cccc(-n2ncc3c(NCCN4CCOCC4)ncnc32)c1	-11%	3%	-1%	-1.1%	?	-6%	5%	6%
CCc1c(C)nc(N2CCN(Cc3ccccc3)CC2)[nH]c1=O	5%	-8%	-2%	0.2%	9%[46.1 µM]	-5%	2%	3%

Some of the entries above in another layout:
Results follow in this order: Tau fluor cs	aGlu spleen mod	GAA inh	Epigenetic derep	NPSR antag	GLA spleen mod	ALDH1A1 inh	GAA glycogen
CC(=O)c1cccc(NC(=O)C2C3C=CC(C3=C(c3ccccc3)c3ccccc3)C2C(=O)O)c1 (configuration not stated)
    -5%	-9%	0%	-0.6%	3%	-7%	?	23%
Clc1ccccc1CO/N=C1\CCCc2nonc21
    -21%	-4%	-5%	0.0%	-13%	-7%	-7%	12%
CCn1c(=S)[nH]c2ccccc21
    -2%	-5%	0%	-5.0%	1%[46.1 µM]	-4%	?	-1%
Nc1nonc1C(=O)N/N=C/c1ccncc1
    2%	3%	-1%	0.0%	4%	3%	?	-7%
CC1=C(C(=O)OC(C)C)C(c2c[nH]c3ccccc23)n2ncnc2N1 (configuration not stated)
    -14%	3%	-7%	-0.2%	-9%[46.1 µM]	2%	15%	9%
COC(=O)[C@@H](NC(=O)N1CCN(c2cccc(C(F)(F)F)c2)CC1)C(C)C
    -10%	-10%	-15%	0.0%	-12%[46.1 µM]	0%	14%	-3%
O=c1[nH][nH]c(C(F)(F)F)c1C=Nc1ccccc1
    1%	-4%	2%	0.0%	-1%[46.1 µM]	-11%	5%	4%
Cc1cc(NC(=S)N(CCCN2CCN(C)CC2)Cc2ccco2)ccc1Cl
    0%	1%	1%	4.7%	2%	11%	4%	3%
CCn1c(SCC(=O)NNC(=O)Cc2ccccc2)nnc1-c1ccccc1
    0%	-7%	5%	-0.9%	4%[46.1 µM]	8%	9%	9%
COc1ccc(N2CCN(Cc3cc(=O)oc4ccc(Cl)cc34)CC2)cc1
    -6%	10%	-8%	-2.4%	1%[46.1 µM]	9%	-11%	2%

Later entries
SMILES	Tau fluor cs	aGlu spleen mod	GAA inh	Epigenetic derep	NPSR antag	GLA spleen mod	ALDH1A1 inh	GAA glycogen
CCOC(=O)c1sc(NC(=O)/C=C/c2c(F)cccc2Cl)nc1C	-15%	2%	-2%	-2.0%	9%	1%	10%	8%
COCc1cc(C)nc(SCC(=O)Nc2ccc3c(c2)OCO3)c1C#N	-14%	2%	-2%	1.1%	10%[46.1 µM]	3%	?	4%
COc1cc(-c2noc(C)n2)cc(OC)c1OC	-18%	-1%	·	0.0%	-14%	-4%	·	1%
CC(C)NC(=S)NNC(=O)C12CC3CC(CC(C3)C1)C2	1%	2%	0%	-0.1%	-7%[46.1 µM]	7%	?	-16%
Cn1cnnc1SCC(=O)Nc1ccccc1Oc1ccccc1	4%	2%	-2%	-1.4%	5%	4%	6%	6%
O=C(O)c1ccccc1C(=O)Nc1nccs1	8%	-4%	1%	0.0%	-4%[46.1 µM]	1%	9%	0%
CCOC(=O)c1nn(-c2ccccc2C)c2nc(Nc3ccccc3)cc(=O)n12	-9%	1%	-4%	-0.9%	-15%	4%	-2%	-4%
CC1CCCCN1C(=O)CSc1nc2cc3c(cc2c(=O)n1Cc1ccc2c(c1)OCO2)OCO3 (configuration not stated)	-13%	5%	-4%	0.0%	-17%[46.1 µM]	-8%	22µM*	1%
O=[N+]([O-])c1cc(S(=O)(=O)Nc2ccccc2)ccc1-n1nnc2ccccc21	?	-5%	-3%	-0.9%	-21%[46.1 µM]	-9%	?	-7%
CSc1cccc(NC(=O)/C=C/c2cccc(Cl)c2)c1	13µM*[quencher]	7%	-11%	-2.0%	-31%	12%	?	-1%
O=C(NCCN1C(=O)S/C(=C\c2cccnc2)C1=O)c1cc(S(=O)(=O)N2CCOCC2)ccc1F	10%	4%	·	4.5%	5%	-2%	·	-1%
C=CCN(CC=C)CCOc1ccc2ccccc2c1	0%	4%	5%	-2.0%	-24%	3%	-5%	16%
O=C(Cc1ccccc1)Nc1c[nH]c(=O)[nH]c1=O	-3%	-3%	2%	-1.1%	24%	0%	-2%	6%
O=C(C1=C[C@H](c2csc3ccccc23)C[C@H](OCc2ccc(CO)cc2)O1)N1CCN(Cc2ccccc2)CC1	-10%	1%	·	14%	?	-6%	?	4%
O=C(O)C1CCC(CNCc2ccccc2Cl)CC1 (configuration not stated)	10%	1%	4%	0.9%	12%	6%	5%	8%
Cc1ccc(-n2c(N)c(C(=O)N3CCN(C)CC3)sc2=S)cc1	-11%	-10%	-6%	-4.8%	-10%[46.1 µM]	-7%	22µM*	-9%
CCOC(=O)/C(=C\C=C\N1CCOCC1)C(C)=O	-7%	-14%	?	-5.4%	17%	1%	?	1%
CC(C)(C)n1nnnc1C(c1cccs1)N1CCN(Cc2ccc3c(c2)OCO3)CC1 (configuration not stated)	-9%	-25%	-2%	-11%	-16%[46.1 µM]	-10%	5%	7%
CCOC(=O)CSc1nnc(CNC(=O)c2cccs2)n1Cc1ccccc1	-5%	-7%	2%	0.0%	2%[46.1 µM]	-7%	1%	0%
CCn1c(CSc2nc3ccccc3s2)nnc1SCC(=O)c1ccc(O)c(O)c1	?	-8%	1%	-2.1%	-21%[46.1 µM]	-4%	-14%	?
COc1ccccc1OCC(=O)Nc1ccc2c(c1)C(=O)N(CC1CCCO1)C2=O (configuration not stated)	-15%	-4%	5%	1.1%	-8%	-3%	4.5µM*	1%
Cc1nc(-c2ccc(S(=O)(=O)N3CCCCCC3)cc2)cs1	-18%	-6%	-3%	-1.8%	?	-6%	?	-12%
Cc1sc2ncn(CCn3cnc4sc(C)c(C)c4c3=O)c(=O)c2c1C	-6%	2%	-5%	-2.1%	-9%[46.1 µM]	4%	?	0%
ClCC1CSC(=NC23CC4CC(CC(C4)C2)C3)O1 (configuration not stated)	-4%	-2%	4%	-1.0%	19%	-4%	?	9%
c1ccc2sc(NN=C3CCCC3)nc2c1	-19%	-17%	2%	-0.3%	2%	4%	-5%	1%
N#Cc1cccc(-c2cc(-n3ccnc3)ncn2)c1	2%	-2%	·	1.3%	·	-17%	-13%	·
O=C(NNC(=O)C1CCN(S(=O)(=O)c2cccc(C(F)(F)F)c2)CC1)C1CC1	-5%	-9%	11%	-4.7%	-4%	0%	2%	-12%
Cc1ccc2c(c1)CCCN2C(=O)Nc1ccc2c(c1)OCO2	-19%	-3%	-7%	-2.0%	-9%[46.1 µM]	-2%	?	-27%

These rows are one share of the data, so the mix of outcomes need not match the whole.
